Screens: PubChem BioAssay, National Center for Advancing Translational Sciences (NCATS)
TRPV1 ag = activates the human vanilloid receptor TRPV1; actives 0.19% (n = 320,000); TRPV1-expressing cells, Fluo-8 calcium influx, agonist mode; activation, % at 8.33 µM; Q8NER1; in the data active means activation above about 80%; inconclusive means between about 30% and that limit; further: 0% is about no effect
Target sequence (Q8NER1 whole entry, looked up): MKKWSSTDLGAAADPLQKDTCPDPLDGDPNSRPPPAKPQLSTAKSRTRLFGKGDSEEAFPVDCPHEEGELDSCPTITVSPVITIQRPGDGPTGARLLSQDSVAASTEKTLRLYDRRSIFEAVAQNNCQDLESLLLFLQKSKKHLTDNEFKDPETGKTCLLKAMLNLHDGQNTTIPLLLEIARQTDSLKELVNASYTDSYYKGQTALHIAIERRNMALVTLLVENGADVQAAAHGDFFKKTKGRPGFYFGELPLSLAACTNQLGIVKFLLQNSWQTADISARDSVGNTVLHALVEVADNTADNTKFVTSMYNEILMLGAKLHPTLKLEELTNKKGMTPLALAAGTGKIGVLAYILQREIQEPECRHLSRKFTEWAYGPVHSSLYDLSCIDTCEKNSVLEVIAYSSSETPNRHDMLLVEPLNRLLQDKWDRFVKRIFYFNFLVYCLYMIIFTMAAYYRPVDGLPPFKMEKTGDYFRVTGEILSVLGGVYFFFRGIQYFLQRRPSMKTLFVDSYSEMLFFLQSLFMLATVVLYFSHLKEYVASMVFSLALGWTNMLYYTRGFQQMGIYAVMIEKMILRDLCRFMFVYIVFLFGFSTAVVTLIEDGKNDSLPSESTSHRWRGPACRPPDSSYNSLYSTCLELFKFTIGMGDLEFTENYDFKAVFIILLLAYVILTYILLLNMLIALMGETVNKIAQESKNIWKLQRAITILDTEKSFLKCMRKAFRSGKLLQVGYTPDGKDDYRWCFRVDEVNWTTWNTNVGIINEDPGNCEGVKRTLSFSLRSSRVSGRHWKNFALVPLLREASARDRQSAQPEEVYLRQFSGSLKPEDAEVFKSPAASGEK
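Cells expressing TRPV1 were dye-loaded with Fluo-8 and read kinetically: 10 s baseline, 3 min after compound (agonist portion), then 2 min after EC20 capsaicin (allosteric enhancer portion). Calcium-bound dye fluorescence at 480/520 nm.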
KCNH2 3.1 block = KCNH2 3.1 (human) potassium channel inhibition | U2OS KCNH2 3.1, thallium flux FluxOr; active compounds read low | activity change, % (tested at about 1.8 µM) | actives 0.95% (n = 340,000) | AID 720553;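 active means maximum activity change below -70%; inconclusive means maximum activity change from -70% to -50%; inactive means maximum activity change above -50%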;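 further: thallium influx rate constant from kinetic fluorescence after stimulation buffer; on the % scale 0 is the no-effect control and ±100 the full control effect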
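Virally transduced U2OS (3.1 isoform, 4 h infection in dark at RT) → overnight 37 C → FluxOr + Red40 in HBSS/HEPES, 45 min → stimulation buffer, 2 min kinetic read → rate constant vs DMSO controls.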
USP2a block = blocks human ubiquitin-specific protease USP2a; O75604; actives 0.01% (n = 330,000); USP2 core, Ub-CHOP2 coupled fluorogenic reporter, 485/531; Potency, µM (top dose mostly 38.3 µM), without a hit: top-dose activity change, negative = inhibition, actives largely listed as inhibitors;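 further: potency means the concentration at half of the fitted maximal effect; plate controls were DMSO wells for no effect and full inhibition by NEM control for full effect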
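USP2 core (10nM final) preincubated 30min RT with compound in 20mM Tris-HCl pH 8.0, 2mM CaCl2, 2mM beta-mercaptoethanol, 0.05% CHAPS; 25nM Ub-CHOP2 plus 25nM reporter substrate added, fluorescence (Ex485/Em531) read after 60min.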
TCR act = activates T cell receptor signaling; primary human leukocytes, anti-CD3, IL-2 HTRF, 48 h; Potency, µM (titrated, usually from 9.22 µM), inactives show at the top dose activation of IL-2 secretion, actives largely listed as activators; 330,000 tested, under 10 active; AID 504894; further: % of control where 0% means no effect
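48 hr co-incubation of compounds, a-CD3 beads and primary human leukocytes; IL-2 quantified homogeneously by HTRF with anti-IL-2 K and d2 conjugates.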
Mito fusion act = mitochondrial division inhibition or fusion activation; S. cerevisiae fusion-defective mutant growth rescue, CellTiterGlo 48 h; Potency, µM (doses to about 46.1 µM), without a hit: at the highest dose growth rescue (activation), actives largely listed as activators; actives 0.23% (n = 320,000);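 further: potency means the concentration at half of the fitted maximal effect; % of control where 0% means no effect; nearly all actives have a fitted effect of over 45% in size; temperature-sensitive fusion mutants such as fzo1-1 at 37 °C on non-fermentable ethanol glycerol medium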
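Compounds are tested for their ability to restore growth of mitochondrial fusion-defective yeast strains at non-permissive 37C in YPEG medium over 48 hours. Viability is quantified by luciferase luminescence.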
hERG WT inh = KCNH2 (human, wildtype) channel inhibition; Q12809; U2OS, BacMam KCNH2, thallium flux FluxOr; active compounds read low; activity change, % at 1.84 µM; actives 0.37% (n = 340,000); AID 720551;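 active means maximum activity change below -70%; inconclusive means maximum activity change between -70% and -50%; inactive means maximum activity change above -50%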; further: on the % scale 0 is the no-effect control and ±100 the full control effect
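U2OS cells were transduced with wild-type KCNH2 virus (2.03 x 10^8 / mL) for 4 h at room temperature, then cultured overnight at 37 C. Thallium flux was read with FluxOr dye. Rate constants were normalized to DMSO controls.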
TSHR antag = human thyrotropin receptor antagonism. P16473. TSHR-expressing cells, TSH-stimulated cAMP HTRF, 2 h; active compounds read low. activity change, negative = inhibition, % at 11.5 µM. actives 0.2% (n = 330,000). AID 504810;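 active means activity change below a set negative limit, meaning inhibition stronger than a set level, cut at about -70% in these data; inconclusive means activity change between two set negative limits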; further: on the % scale 0 is the no-effect control and ±100 the full control effect
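Antagonism was scored as loss of TSH-driven cAMP in TSHR cells, stimulated with 4nM TSH (EC80) for 2 hours at 37 deg C and detected by homogeneous HTRF competition immunoassay.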
Eya2 inh = blocks the phosphatase activity of human Eya2. O00167. recombinant Eya2, OMFP fluorescence dephosphorylation (OMFP is methylfluorescein phosphate). Potency, µM (top dose mostly 76.9 µM), for inactives: at the top dose activity, negative = inhibition, usual class: inhibitors. actives 0.006% (n = 330,000); further: potency means the concentration at half of the fitted maximal effect; on the % scale 0 is the no-effect control and ±100 the full control effect
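Eya2 (0.2 uM) preincubated 10 min at ambient with compound, then OMFP substrate added at 50 uM; 10 min reaction in 50 mM HEPES pH 7.5, 50 mM NaCl, 5 uM MgCl2, 0.05% BSA, 1 mM DTT. Fluorescence read at Ex 485/Em 525 nm.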
ELG1 repair inh = blocks ELG1-dependent DNA repair in HEK293T cells; Potency, µM (doses to about 46.1 µM), for inactives: at the highest dose activity change, negative = inhibition, most hits filed as inhibitors; HEK293T ELG1-luciferase reporter, luminescence, 16 h; DNA damage induced by 5-fluorouridine; AID 504467; actives 2.3% (n = 330,000); further: potency means the concentration at half of the fitted maximal effect; on the % scale 0 is the no-effect control and ±100 the full control effect; nearly all actives have a fitted effect of over 55% in size
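5-Fluorouridine DNA damage + compound/DMSO, 2,000 cells/well, 16 h, 37 °C/5% CO2. ONE-Glo, 30 min RT, luminescence. Readout = decrease in reporter signal.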
AT treatment = potential ataxia-telangiectasia treatment; […] A-T fibroblasts, KAP-1 phosphorylation AlphaLISA; neocarzinostatin DNA damage 30 min before lysis; Potency, µM (doses to about 57.5 µM), without a hit: at the top dose activation, most hits filed as activators; actives 0.19% (n = 320,000); further: potency means the concentration at half of the fitted maximal effect; % of control where 0% means no effect; nearly all actives have a fitted effect of over 45% in size
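hTERT-immortalized A-T patient fibroblasts ([…]), 500 cells/well in OPTI-MEM, 1% FBS, got compounds for 60 min, then NCS for 30 min at 37C. Lysates were then assayed for phospho-KAP-1 by AlphaLISA (anti-pKAP1 donor, anti-KAP1 acceptor beads), 6 hr at 25C.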
* marks the source's active call; other numbers are inactive results; ? = inconclusive; . = no result given; [ ] = another dose, or the depositor's remark. Unless noted, the call rests on the fitted dose curve; in most records, active means well fitted curve in the direction sought with a large enough effect; inconclusive means small, poorly fitted or top-dose-only effect, or another doubt; inactive means no such curve, though single readings can be large; an effect the other way counts as inactive or inconclusive. Only part of the results is shown; count on the stated rates, not on these rows.

SMILES	TRPV1 ag	KCNH2 3.1 block	USP2a block	TCR act	Mito fusion act	hERG WT inh	TSHR antag	Eya2 inh	ELG1 repair inh	AT treatment
COc1ccc(S(=O)(=O)N2CCC(N3CCCCC3)CC2)cc1	0.1	5.6	2.4%	-29.3%	-1.7%	-30.2	64.7	13.8%	21.0%	11.8%
O=C(CCC1CCCCC1)NCc1ccc(F)cc1	-1.8	-16.2	-7.5%	1.0%[46.1 µM]	3.2%	2.4	-1.0	-10.0%	11.9%	-0.3%
COC(=O)COc1ccc(S(=O)(=O)Nc2ccccc2C(=O)OC)cc1	-1.5	8.5	2.9%	-1.0%	9.0%	2.6	-7.6	6.8%	9.8%	-9.9%
CC1(C)C(=O)OC(c2cccc([N+](=O)[O-])c2)C2(CCCCC2)C1=O (stereo not drawn)	10.2	-20.7	10.8%	-1.9%	2.6%	0.1	-9.2	-2.7%	1.5%	16.7%
CCOC(=O)c1ccc(NC(=O)C2CCC(CNc3c(N4CCOCC4)c(=O)c3=O)CC2)cc1 (stereo not drawn)	-3.3	-8.2	-5.0%	3.2%	5.0%	-6.6	27.6	-5.6%	1.5%	0.0%
CC(=O)Nc1cccc(NC(=O)COc2nncc3ccccc23)c1	-0.1	6.6	1.6%	1.4%[46.1 µM]	-0.1%	-9.9	0.2	4.3%	0.5%	1.2%
O=C(CCN1CCN(S(=O)(=O)c2ccc(Cl)cc2)CC1)Nc1ccc(F)cc1	23.5	6.6	0.4%	-5.0%	2.6%	-6.5	22.9	?	?	-6.5%
O=C1C(=O)N(CCO)C(c2cccc(F)c2)/C1=C(\O)c1ccc(Cl)cc1 (stereo not drawn)	1.8	9.9	0.6%	-0.2%	-0.9%	1.5	8.0	18.1%	1.1%	-3.7%
Cc1ccsc1C(=O)N1CCN(c2ncccn2)CC1	-1.6	-0.9	0.4%	7.5%	-1.5%	-1.1	16.2	-15.4%	11.2%	5.2%
CC1(c2cc(F)ccc2F)NC(=O)N(CC(=O)Nc2cccc(S(=O)(=O)N3CCCC3)c2)C1=O (stereo not drawn)	0.1	0.5	3.9%	-1.5%	-0.4%	-2.2	-4.4	11.5%	?	5.1%
O=C(NCCc1ccccc1Cl)C1CCC(=O)N(Cc2cccc(C(F)(F)F)c2)C1 (stereo not drawn)	3.9	-10.2	-0.8%	-5.4%	3.9%	-2.7	-2.1	?	-3.5%	-7.0%
CCC(=O)NCCc1nc2ccccc2[nH]1	0.2	19.6	7.7%	-14.9%	-2.4%	-8.1	5.7	10.4%	4.0%	-1.1%
N#Cc1ccsc1NC(=O)CCN1CCN(C(c2ccccc2)c2ccccc2)CC1	4.7	-5.0	3.0%	3.0%	3.5%	8.9	14.6	3.5%	-20.7%	2.9%
COc1cc(SC)ccc1C(=O)Nc1ccc2c(c1)OCO2	7.5	7.8	0.9%	1.1%	20.1%	0.5	-8.3	-4.0%	?	1.5%
COc1ccc([N+](=O)[O-])cc1NC(=O)C(C)NNC(=O)c1cccc([N+](=O)[O-])c1 (stereo not drawn)	.	-25.8	0.9%	2.3%	.	12.3	.	-32.0%	?	-30.6%
Cc1ccc(/C=C/C(=O)N2CCN(c3ccc(F)cc3)CC2)o1	21.3	-4.1	-0.9%	2.1%[46.1 µM]	-2.0%	-2.2	-12.3	1.4%	-6.5%	2.4%
C=C1CCN(c2ccc(C(=O)NCc3ccc(C)cc3)cc2[N+](=O)[O-])CC1	?	-0.2	-0.5%	-12.3%	-4.3%	-2.2	-1.5	-5.1%	.	-7.0%
COc1ccc(Br)cc1CNCCSc1nnnn1C	-1.6	1.2	1.4%	-3.4%	-6.0%	7.4	-8.9	-4.5%	6.1%	14.2%
CN(Cc1ccon1)C(=O)CC1C(=O)NCCN1Cc1cccc(Oc2ccccc2)c1 (stereo not drawn)	0.1	3.5	-0.8%	1.7%	-6.2%	11.7	-3.3	7.1%	-2.8%	3.8%
Cc1ccc(NC(=O)COC(=O)C2CCC(=O)N2)c([N+](=O)[O-])c1 (stereo not drawn)	-1.0	-15.6	0.2%	5.1%	-3.6%	0.1	26.7	1.0%	-8.5%	5.5%
CCN1CNC(=S)N(c2cccc(C)c2C)C1	-0.7	10.6	-1.1%	-3.3%	-7.6%	-2.6	-6.3	1.9%	4.4%	-0.2%
COc1ccc(NC(=O)c2ccc(Br)c(S(=O)(=O)N3CCOCC3)c2)cc1	98.3*	-5.1	-1.3%	2.8%	1.2%	1.9	-6.4	3.0%	?	8.0%
COc1ccc(NC(=O)c2ccc3c(=O)n(Cc4ccco4)c(=S)[nH]c3c2)c(OC)c1	-3.8	3.1	2.9%	-6.8%	-0.7%	9.0	0.9	-5.1%	-9.8%	-6.5%
O=C(CS(=O)CC(=O)Nc1ccc(Cl)cc1)NCC1OCCc2ccccc21 (stereo not drawn)	11.9	5.2	-5.2%	4.0%	9.2%	1.4	9.1	-12.8%	0.4%	9.1%

The last 2 records of the section before come first, to join the parts.
SMILES	TRPV1 ag	KCNH2 3.1 block	USP2a block	TCR act	Mito fusion act	hERG WT inh	TSHR antag	Eya2 inh	ELG1 repair inh	AT treatment
COc1ccc(NC(=O)c2ccc3c(=O)n(Cc4ccco4)c(=S)[nH]c3c2)c(OC)c1	-3.8	3.1	2.9%	-6.8%	-0.7%	9.0	0.9	-5.1%	-9.8%	-6.5%
O=C(CS(=O)CC(=O)Nc1ccc(Cl)cc1)NCC1OCCc2ccccc21 (stereo not drawn)	11.9	5.2	-5.2%	4.0%	9.2%	1.4	9.1	-12.8%	0.4%	9.1%
CN(CCOc1ccccc1)C(=O)CCc1nc2sc3c(c2c(=O)[nH]1)CCCC3	2.9	7.9	-4.2%	1.8%	1.1%	-12.9	-6.3	-13.9%	0.0%	-8.6%
Cc1cccc(NC(=O)CSc2ccc(-c3ccccn3)nn2)c1C	0.8	-3.3	-1.2%	-6.1%	8.6%	6.2	0.5	6.5%	-29.6%	1.4%
O=C(c1ccc(F)cc1)c1ccc(N2CCCC2)cc1	?	-7.3	-0.3%	6.9%	0.0%	-6.3	-17.3	12.7%	?	8.6%
NCCOc1ccccc1Cc1ccccc1	-8.6	2.2	3.5%	1.6%	-5.4%	-5.2	15.0	-22.0%	-7.2%	.
O=C(CN1CCN(c2ccccc2)CC1)NC(=O)NCc1ccco1	1.9	20.4	-4.3%	4.8%[46.1 µM]	-1.6%	-3.9	0.9	3.0%	-1.7%	-10.8%
COc1ccccc1/C=N\Nc1ccccc1[N+](=O)[O-]	-2.1	-8.7	10.4%	0.3%	1.4%	0.1	-8.7	5.1%	?	36.5%
COc1cccc(C2NC(=O)NC(C)=C2C(=O)Nc2cccc(C)c2C)c1 (stereo not drawn)	11.3	-4.1	-2.3%	11.4%	-4.4%	-6.1	13.9	-2.2%	-0.8%	.
Cc1ccc(NC(=O)CSC2=C(C#N)C(c3ccco3)C3=C(CC(C)(C)CC3=O)N2)cc1 (stereo not drawn)	6.7	18.8	4.0%	-3.9%	1.1%	-16.1	-9.2	-16.6%	?	5.1%
CCOc1ccc(N(C(=O)CNC(=O)c2cccs2)C(C(=O)NCC2CCCO2)c2ccc(OC)c(OC)c2)cc1 (stereo not drawn)	-1.4	-7.1	-0.9%	-7.5%	1.5%	6.2	10.0	3.2%	9.0%	-11.8%
c1ccc(-c2nc3ccccn3c2NCc2ccc3c(c2)OCO3)cc1	?	-34.3	-0.2%	1.8%	-1.3%	2.9	14.0	1.4%	-0.8%	8.7%
Cc1ccc[n+](C(C)C(=O)Nc2ccc([N+](=O)[O-])cc2C)c1 (stereo not drawn)	0.3	10.6	8.7%	-3.6%	-13.9%	2.9	-2.4	5.3%	3.7%	-0.4%
O=C(COC(=O)c1ccc[n+]([O-])c1)Nc1c(Br)cc([N+](=O)[O-])cc1Br	-1.9	.	-1.5%	.	26.2%	.	6.2	-5.9%	-13.3%	0.1%
COC(=O)[C@H]1C[C@@H]1[C@H](NC(=O)c1cc(C)on1)c1ccccc1	4.0	5.9	0.8%	-7.6%	0.9%	11.6	-6.9	7.7%	10.0%	.
COc1ccc(Oc2cc(C(F)(F)F)nc(N(C)C)n2)cc1	-3.3	2.0	0.2%	4.7%	11.6%	12.7	-8.7	-11.4%	-7.8%	2.9%
CCc1nc(SCC(=O)Nc2ccccc2C)n[nH]1	-4.6	-7.2	0.0%	-9.1%	1.1%	9.1	3.6	-8.0%	11.4%	0.5%
O=C1N[C@@H](c2ccccc2)COC(=O)[C@@H](Cc2ccc(F)cc2)C/C=C\C[C@H]1CC(=O)N(CCO)Cc1ccccc1	.	-9.7	-3.9%	-2.0%	.	-6.0	3.0	1.1%	?	1.6%
COc1cccc(NC(=O)COc2cccc(-n3cnnn3)c2)c1	1.2	13.6	4.0%	2.7%	-1.0%	0.1	-6.6	-3.3%	-8.8%	0.9%
C#CCOc1c(/C=C\c2nc(O)c([N+](=O)[O-])c(=O)[nH]2)cc(Br)cc1OC	1.4	7.2	-1.7%	.	-0.8%	-15.5	-8.4	-18.6%	4.3%	5.3%
